NCI-60 one-dose screen, 48 h, at 10 µM unless noted. Numbers give growth in % (100 = growth as untreated, 0 = no growth, -100 = all killed).
ACHN – ACHN renal cancer; 81,000 compounds, 4.9% hits; AID 1794771
UO-31 – UO-31 renal cancer. 81,000 compounds, 5.2% hits
SN12C – SN12C renal cancer cells; 81,000 compounds, 3.8% hits; AID 1794767
IGROV1 – IGROV1 ovarian cancer | AID 1794786 | 79,000 compounds, 4.7% hits
TK-10 – TK-10 renal cancer cells; AID 1794769; 81,000 compounds, 3.9% hits
786-0 – 786-0 renal cancer cells. AID 1794775. 81,000 compounds, 5.1% hits
CAKI-1 – CAKI-1 renal cancer. 75,000 compounds, 4.7% hits
NCI/ADR-RES – NCI/ADR-RES ovarian cells; 81,000 compounds, 4.4% hits; AID 1794790
* marks the source's active call; other numbers are inactive results; nt = not tested or not shown; [ ] = another dose, or the depositor's remark. Rule for the calls: active = growth percent below 10; inactive = the rest.

Start of the listing, in advance (four entries):
SMILES	ACHN	UO-31	SN12C	IGROV1	TK-10	786-0	CAKI-1	NCI/ADR-RES
CCOC(=O)Cn1c(=O)c2sc3ncccc3c2n2nnc(-c3ccccc3)c12	95.5	60.2	97.4	nt	131.8	99.9	93.4	104.7
Nc1nonc1-n1nnc(C(=O)N2CCCC2)c1-c1ccccc1	98.9	100.6	93.9	107.7	nt	103.5	92.8	102.2
O=C(O)c1cc(C(=O)O)cc([N+](=O)[O-])c1	105.0	91.3	107.2	108.2	102.0	100.9	96.2	106.4
O=S(=O)(NCCCNc1cc(-c2cn(-c3ccccc3)nc2-c2cccc(O)c2)ccn1)c1ccc(F)cc1	32.8	21.9	47.3	40.6	50.6	-4.8*	41.4	25.9

Results, from the first entry:
SMILES	ACHN	UO-31	SN12C	IGROV1	TK-10	786-0	CAKI-1	NCI/ADR-RES
CCOC(=O)Cn1c(=O)c2sc3ncccc3c2n2nnc(-c3ccccc3)c12	95.5	60.2	97.4	nt	131.8	99.9	93.4	104.7
Nc1nonc1-n1nnc(C(=O)N2CCCC2)c1-c1ccccc1	98.9	100.6	93.9	107.7	nt	103.5	92.8	102.2
O=C(O)c1cc(C(=O)O)cc([N+](=O)[O-])c1	105.0	91.3	107.2	108.2	102.0	100.9	96.2	106.4
O=S(=O)(NCCCNc1cc(-c2cn(-c3ccccc3)nc2-c2cccc(O)c2)ccn1)c1ccc(F)cc1	32.8	21.9	47.3	40.6	50.6	-4.8*	41.4	25.9
O=C(Nc1ccccc1)c1cccc([N+](=O)[O-])c1	104.8	88.9	100.6	96.6	96.3	95.6	98.6	96.5
C=C1NC(=O)C(C(C)CC)NC(=O)C2CSCC(NC(=O)CCC(=O)O)C(=O)NC(Cc3ccccc3)C(=O)NC(C)C(=O)NC(CC(C)CC)C(=O)NC(C(=O)NC(Cc3ccccc3)C(=O)N3CCCC3C(=O)N2)C(C)OC(=O)C(CO)NC(=O)C(C(O)COC)N(C)C(=O)C(C(C)C)NC(=O)C(CC(C)CC)NC1=O (configuration not stated)	37.4[6 µM]	57.4[6 µM]	31.4[6 µM]	30.9[6 µM]	60.2[6 µM]	nt	33.1[6 µM]	9.5*[6 µM]
COc1ccc(-c2nc(-c3ccccc3)c(-c3ccccc3)[nH]2)cc1OC1CCCCC1	68.9	59.3	81.6	101.5	115.1	101.5	71.7	87.7
CCC(CC)COC(=O)c1ccc(Cl)cc1	113.4	93.1	104.8	107.9	110.7	110.7	105.3	111.5
N=C(N)SCc1ccccc1Cl	109.9	84.1	103.0	101.4	103.4	99.5	108.7	108.1
N#C/C(=C\c1cccnc1Cl)C(N)=O	106.2	98.0	94.8	104.8	94.8	99.0	99.9	108.8
COc1ccc(N2C(=O)C(Oc3ccccc3)C2c2ccc(C)cc2)cc1 (configuration not stated)	95.7	91.9	104.1	102.0	125.8	98.5	93.0	100.8
COc1cc(/C=C2\N=C(c3ccccc3)N(c3ccc(S(N)(=O)=O)cc3)C2=O)cc(OC)c1OC	76.1	76.3	79.9	87.3	98.8	100.5	68.0	100.1
CCCCn1c(=O)c(C2=NC(c3ccc(Cl)cc3)=C2)cc2cc(Cl)ccc21	61.6	86.2	82.4	95.7	102.0	99.1	75.6	79.8
C=CCSc1ccc(Br)cc1	108.2	84.3	100.2	114.9	86.2	93.0	95.7	106.3
CC(C)c1ccc(C(=O)OC2CCCC2)cc1	99.5	99.6	97.5	103.5	nt	106.9	98.8	99.9
C=C(Cl)CSc1ncnc2nc[nH]c12	107.2	86.5	98.5	nt	128.3	102.8	103.2	106.1
O=c1[nH]cc([N+](=O)[O-])c(=O)[nH]1	112.5	74.6	107.4	95.2	100.4	111.5	103.9	116.3
COc1ccc(CNC(=O)c2cc3c(=O)n4ccccc4nc3n(CCc3ccccc3)c2=N)cc1	91.1	90.0	95.6	92.5	115.9	99.9	92.7	107.0
COc1cc2oc(-c3ccc(NC(=O)c4ccc(Cl)cc4)cc3)cc(=O)c2c(OC)c1OC	93.0	93.7	97.4	97.7	100.6	85.7	99.3	99.2
CCOC(=O)c1sc(/N=C2\C(=O)Nc3ccc(Cl)cc32)nc1C	102.3	75.6	108.5	95.4	111.4	105.4	nt	99.9
Cc1ccc(S(=O)(=O)Nc2ccc(OCc3nnc(-c4ccc(Cl)cc4)o3)c(F)c2)cc1	85.4	61.2	73.7	92.4	95.2	88.9	nt	65.5
Cc1nc2c(nnn2-c2ccccc2)c2nc(-c3ccc([N+](=O)[O-])cc3)oc(=O)c12	103.9	82.4	103.6	112.4	118.7	102.9	93.6	115.2
Cc1nc2ccccc2c(/C=C/c2ccc(F)cc2)c1C(N)=O	100.4	80.9	101.6	97.4	134.2	99.8	87.2	111.1
CC1=C2CC[C@@](C)(O)C2[C@H]2OC(=O)/C(=C/c3cccc(C(F)(F)F)c3)[C@@H]2CC1 (some centres not stated)	96.8	71.7	106.5	101.9	103.4	102.7	85.3	85.6
COc1ccc(/C=N\NC(=O)c2cnn(CC(O)c3ccccc3)c2N)cc1OC (configuration not stated)	99.4	90.0	100.7	93.4	102.1	99.7	80.4	100.4
C=C1CC2(OC1=O)C(=O)N(CCCCCCCN1C(=O)C3(CC(=C)C(=O)O3)c3ccccc31)c1ccccc12 (configuration not stated)	15.8	-24.6*	-50.9*	10.5	45.2	46.7	40.3	32.6
COc1cc2c(cc1OC)C(=O)/C(=C/c1ccc(OCc3ccccc3)c(OC)c1)C2	101.0	86.3	104.8	98.9	104.7	109.0	nt	93.5
Cc1cccc2sc(NC(=O)CN3CCN(CCN4C(=O)c5cccc6cccc(c56)C4=O)CC3)nc12	102.5	95.8	92.6	101.1	100.7	92.5	86.2	93.1
O=C(Nc1ccc(F)cc1F)c1cc(Cl)ccc1O	4.9*	-0.3*	2.9*	19.3	17.4	2.8*	-14.7*	7.6*
CCOC(=O)C1=C(C)NC(=O)NC1c1c(Cl)n(C(C)=O)c2ccccc12 (configuration not stated)	83.7	66.1	90.6	62.7	97.6	95.2	75.9	91.5
CN[C@@H](CC(C)C)C(=O)NCCc1c[nH]c2cc(Br)c(Br)cc12	83.2	50.7	86.8	81.5	80.3	71.1	69.2	81.9
CCCCC(C(O)c1ccccc1)N1CCOCC1 (configuration not stated)	104.2	80.1	107.1	nt	114.9	102.4	107.1	104.8
COc1cccc2c1OC1(Oc3c(cccc3OC)C=C1C)C(C)=C2	93.8	75.9	96.6	86.2	106.7	88.8	82.2	98.1
Cc1c[n+](C)cc2c(=O)n(-c3ccccc3)n(C)c12	109.9	105.0	100.6	104.6	104.4	96.6	nt	105.3
COc1ccc(-c2nc(-c3ccccc3)c(-c3ccccc3)n2CCc2ccc(S(N)(=O)=O)cc2)cc1O	105.0	92.4	101.1	107.3	102.9	103.8	93.5	99.5
O=C1/C(=C/c2ccc(O)cc2)CN(C(=O)CCN2CCC(=NO)CC2)C/C1=C\c1ccc(O)cc1	94.7	92.9	92.1	108.5	113.4	104.2	97.1	88.6
CCOC(=O)c1ccc(NC(=S)NC(=O)c2ccc(NC(=O)C(C)C)cc2)cc1	97.6	73.5	86.2	94.5	99.1	91.7	89.4	81.8
OC(Cc1ccccn1)(c1ccccc1)c1ccccc1	108.3	86.9	102.5	92.4	93.5	97.1	93.0	97.8
CC1(C)Cc2c(C#N)c(N)c3c(c2CO1)C(=O)OC3=O	102.0	94.9	103.5	109.1	107.9	100.1	100.0	104.9
Nc1ccccc1NC(=O)CCCCCCC(=O)Nc1ccc2c(c1)/C(=C/c1ccc[nH]1)C(=O)N2	77.0	29.1	17.4	49.7	48.1	38.2	49.8	93.1
CCOC(=O)c1cc(C)nnc1C(=O)OCC	106.9	105.4	105.7	134.6	96.7	108.6	102.9	109.5
NC(=O)Cc1ccc2ccccc2c1	107.8	92.8	101.3	nt	111.9	110.2	93.2	113.9
CCC(=O)C[n+]1cccc2c3ccccc3ccc21	101.8	84.6	77.8	102.4	104.2	93.6	98.0	99.2
O=c1c2ccccc2c2ccccc2c(=O)n1CCN1CCOCC1	103.0	67.5	91.5	82.5	114.9	96.6	82.6	100.9
COc1cccc2cc3c(nc12)CC(C(F)(F)F)CC3=O (configuration not stated)	100.0	75.1	105.7	91.7	115.0	104.9	93.7	95.3
O=C1CC(=O)N2CSCN(C(c3ccccc3)c3nc4ncncc4[nH]3)C2=N1 (configuration not stated)	99.8	79.6	102.9	99.3	106.3	103.6	93.2	99.3
CC(=O)[C@@]1(O)[C@H](C)C[C@H]2[C@@H]3C[C@@H](F)[C@@]4(O)C[C@@H](O)CC[C@]4(C)[C@H]3CC[C@@]21C	104.7	95.1	102.8	120.0	98.6	99.9	94.0	108.5
O=S(=O)(OCC(O)C(O)C(O)C(O)COS(=O)(=O)c1ccccc1)c1ccccc1 (configuration not stated)	101.6	89.2	102.6	108.1	96.4	98.9	nt	102.3
Nc1ccc2nc(N)sc2c1	113.7	80.2	109.0	114.0	117.8	111.3	93.6	112.3
COC(=O)[C@@H](CCCCNC(=O)[C@]12CCC(C)(C)C[C@@H]1C1=CC[C@@H]3[C@@]4(C)C/C(=C/c5ccco5)C(=O)C(C)(C)[C@@H]4CC[C@@]3(C)[C@]1(C)CC2)NC(=O)[C@]12CCC(C)(C)C[C@@H]1C1=CC[C@@H]3[C@@]4(C)C/C(=C/c5ccco5)C(=O)C(C)(C)[C@@H]4CC[C@@]3(C)[C@]1(C)CC2	107.2	79.2	98.7	107.3	101.9	104.2	98.5	112.1
CC1(C)C2C3CCC2C2C[S+]1CC23	108.5	86.6	95.8	105.3	104.0	103.1	100.2	102.6
Cc1nc([P+](c2ccccc2)(c2ccccc2)c2ccccc2)c(S(=O)(=O)Cc2ccccc2)o1	104.2	94.6	98.9	104.9	100.2	102.2	94.9	113.8
O=c1c2ccccc2sc2c(NCCN3CCOCC3)nc3ccccc3c12	43.5	47.6	59.4	66.2	nt	48.5	nt	63.5
O=C(O)c1ccc(OCc2ccccc2)cc1	94.3	89.6	98.2	91.1	96.7	99.4	92.7	104.4
Nc1c(C(=O)c2ccc(Br)cc2)oc2nc(-c3cnccn3)cc(-c3cccs3)c12	102.8	87.1	97.9	97.4	171.8	102.4	95.2	102.5
CC(=O)Nc1ccc([I+]c2ccc([N+](=O)[O-])cc2)cc1	89.7	60.8	88.3	80.8	87.4	98.3	nt	113.4
CSC1=NCCN1	99.5	82.5	113.6	107.5	124.8	112.2	97.6	104.9
NC(=O)c1cccc(-n2ccc3cc(NC(=O)Nc4ccccc4)ccc32)n1	121.0	98.9	100.2	113.2	99.4	97.2	91.7	111.3
C#CCN=C(NN)NS(=O)(=O)c1c[nH]ccc1=S	98.3	89.1	102.1	34.8	135.6	97.0	108.3	97.5
Cc1cc(O[C@@H]2O[C@@H](C)[C@H](O)[C@@H](O)[C@H]2O)c2c3c(c(O[C@@H]4O[C@@H](C)[C@H](O)[C@@H](O)[C@H]4O)cc2c1)C(=O)c1c(O)cccc1C3=O	47.2	11.7	54.2	89.3	nt	24.4	60.3	36.4

Quoted at random: 2 entries already listed
SMILES	ACHN	UO-31	SN12C	IGROV1	TK-10	786-0	CAKI-1	NCI/ADR-RES
OC(Cc1ccccn1)(c1ccccc1)c1ccccc1	108.3	86.9	102.5	92.4	93.5	97.1	93.0	97.8
Cc1ccc(S(=O)(=O)Nc2ccc(OCc3nnc(-c4ccc(Cl)cc4)o3)c(F)c2)cc1	85.4	61.2	73.7	92.4	95.2	88.9	nt	65.5

(more compounds)
SMILES	ACHN	UO-31	SN12C	IGROV1	TK-10	786-0	CAKI-1	NCI/ADR-RES
CCC(=Cc1ccc(CC)cn1)CC	104.3	83.4	104.7	101.8	110.0	102.8	73.8	112.5
COc1cc(/C=N/NC(=O)c2cnn(CC(O)c3ccccc3)c2N)ccc1OCc1ccccc1 (configuration not stated)	90.8	88.4	93.8	106.1	98.1	95.0	106.5	103.9
Clc1nc2ccccc2cc1Cn1nnnc1Cc1ccccc1	84.4	53.8	90.7	79.3	100.7	90.6	75.3	88.3
O=C1NC2C(NC(=O)N2Cl)N1Cl (configuration not stated)	114.6	88.9	91.5	91.3	81.0	100.9	70.2	101.0
Cc1ccc2c(n1)C(=O)c1[nH]c3ccccc3c1C2=O	49.2	50.5	36.5	33.8	115.2	78.1	56.4	58.6
FC(F)(F)c1cc2n(n1)-c1ncccc1Oc1ccccc1-2	91.1	71.1	89.0	81.2	nt	102.6	nt	94.8
CC(=O)N(CC#CCN(C(C)=O)c1ccccc1)c1ccccc1	95.4	82.7	95.6	113.0	107.6	106.6	76.6	98.3
CCCCCCCCCCSCCO	102.2	99.1	98.6	106.1	101.4	98.6	92.2	103.4
COc1cc(C)cc2oc3oc(=N)c(-c4csc(-c5ccccc5)n4)cc3c(=O)c12	109.3	99.9	104.9	123.6	115.9	104.8	99.8	105.0
OC(c1ccccc1)C(Cc1ccccc1)N1CCOCC1 (configuration not stated)	105.0	73.7	96.9	89.4	115.2	107.4	90.5	106.3
C[Se]CC[C@H](N)C(=O)O	98.4	83.7	109.1	104.8	109.5	102.9	93.0	103.7
COc1ccc(N(C)c2nc(N)nc3sc4c(c23)CCCC4)cc1	26.7	38.5	24.2	17.2	45.1	26.4	25.6	2.2*

Screens: PubChem, NCI
